High-throughput results as filed in PubChem.
APOBEC3G inh: APOBEC3G DNA deaminase inhibitors, primary screen, biochemical, fluorescence, single-stranded DNA substrate, uHTS; recombinant A3G, ssDNA deamination FAM/TAMRA fluorescence; inhibition, % at 20 µM; 330,000 compounds, 0.28% hits;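 active = inhibition of at least 40% at 20 µM, with no more than 30% in the related APOBEC3A deaminase screen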;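 note: plate controls were DMSO wells with A3G for no effect and wells lacking A3G enzyme for full effect; some compounds called inactive have numbers as strong as hits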
Target sequence (Q9HC16 whole entry, looked up): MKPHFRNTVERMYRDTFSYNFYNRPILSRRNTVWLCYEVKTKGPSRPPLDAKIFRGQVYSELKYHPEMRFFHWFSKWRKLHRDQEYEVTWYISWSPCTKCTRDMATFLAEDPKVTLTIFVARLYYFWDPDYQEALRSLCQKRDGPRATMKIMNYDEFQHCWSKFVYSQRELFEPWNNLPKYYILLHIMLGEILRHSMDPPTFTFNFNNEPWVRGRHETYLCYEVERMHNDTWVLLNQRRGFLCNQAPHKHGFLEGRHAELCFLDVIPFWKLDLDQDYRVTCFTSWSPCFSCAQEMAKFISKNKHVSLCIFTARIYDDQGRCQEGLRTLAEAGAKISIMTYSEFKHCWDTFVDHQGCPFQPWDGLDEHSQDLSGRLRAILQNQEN
EBI2 block: EBI2 receptor antagonists, beta-arrestin recruitment, primary screen, cell-based, luminescence, 7a,25-OHC stimulation, uHTS | 360,000 compounds, 0.81% hits | 7a,25-OHC stimulated | G-protein coupled receptor 183 (Homo sapiens), P32249 | inhibition, % at 5 µM | AID 651636, 2012; in the data active = inhibition above about 38%;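 note: enzyme fragment complementation signal reports receptor beta-arrestin coupling in cells; 0% = agonist plus DMSO wells and 100% = wells without agonist; some results beyond the cut were filed as inactive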
Gli-Sufu antag: Gli-Sufu pathway antagonists, primary screen, luciferase luminescence, Sufu-KO-LIGHT cells, uHTS | Sufu-KO-LIGHT fibroblasts, Gli luciferase reporter luminescence | inhibition, % at 5 µM | 340,000 compounds, 0.74% hits | AID 588413, 2011;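 active = inhibition above about 55%, limit read from the data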;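 note: 0% = DMSO-treated cells and 100% = wells with medium but no cells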
NR3A LBD binder: binders of NR3A ligand-binding domain, primary screen, biophysical, differential scanning fluorimetry, uHTS; 340,000 compounds, 2.5% hits; Glutamate receptor ionotropic, NMDA 3A (GRIN3A) ligand-binding domain; Tm shift relative to glycine control, % at 25 µM; NR3A LBD differential scanning fluorimetry, Tm shift; 0% = protein alone, 100% = glycine-bound protein;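 active = melting temperature shift of at least 10% of the positive control shift, at one fixed dose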
MPTP inh: mitochondrial permeability transition pore inhibitors, primary screen, biochemical, isolated mouse mitochondria, absorbance; Ca2+ swelling absorbance, 30 min; inhibition, % at 10 µM; 360,000 compounds, 1.4% hits;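 active = inhibition of 50% or more, scaled per plate between neutral and stimulator controls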;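 note: 0% = DMSO wells given calcium and 100% = 1 mM EGTA wells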
CCR6 antagonist: CCR6 receptor antagonists, primary screen, cell-based, CHO-K1, luminescence, beta-arrestin, uHTS; inhibition, % at 20 µM; CHO-K1 CCR6 PathHunter beta-arrestin, CCL20-stimulated; 340,000 compounds, 0.49% hits;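 active = compounds whose inhibition of the agonist-driven luminescence signal at 20 µM reaches about 50%, limit read from the data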;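 note: cells stimulated with CCL20 at 14 nM final; plate controls were DMSO with CCL20 for no effect and DMSO without agonist for full effect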
Target sequence (P51684 whole entry, looked up): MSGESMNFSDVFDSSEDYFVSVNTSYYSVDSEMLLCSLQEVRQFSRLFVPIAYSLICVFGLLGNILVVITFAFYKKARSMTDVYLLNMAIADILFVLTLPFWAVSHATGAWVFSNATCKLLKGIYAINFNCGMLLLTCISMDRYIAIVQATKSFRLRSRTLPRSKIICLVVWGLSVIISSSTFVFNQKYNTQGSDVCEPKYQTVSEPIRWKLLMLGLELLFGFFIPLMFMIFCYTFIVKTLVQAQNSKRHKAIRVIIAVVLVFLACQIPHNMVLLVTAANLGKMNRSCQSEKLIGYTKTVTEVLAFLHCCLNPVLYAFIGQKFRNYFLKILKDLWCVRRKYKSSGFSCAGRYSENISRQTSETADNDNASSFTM
APOBEC3A inh: APOBEC3A ssDNA deaminase inhibitors, primary screen, selectivity assay for APOBEC3G inhibitor project, biochemical, FAM/TAMRA oligo cleavage fluorescence; recombinant A3A, FAM/TAMRA ssDNA deamination fluorescence; inhibition, % at 20 µM; 330,000 compounds, 0.41% hits; DNA dC->dU-editing enzyme APOBEC-3A (Homo sapiens), P31941;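 active = at least 40% inhibition at 20 µM here, with at most 30% in a related deaminase screen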;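 note: plate controls were A3A with DMSO for no effect and wells lacking A3A enzyme for full effect; some results filed as inactive read as strong as hits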
Target sequence (P31941 whole entry, looked up): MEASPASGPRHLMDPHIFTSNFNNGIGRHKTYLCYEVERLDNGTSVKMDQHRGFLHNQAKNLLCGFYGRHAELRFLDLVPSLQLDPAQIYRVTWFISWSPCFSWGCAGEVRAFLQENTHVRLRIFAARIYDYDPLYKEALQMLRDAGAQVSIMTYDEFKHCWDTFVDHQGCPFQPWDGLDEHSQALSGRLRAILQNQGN
CXCR6 inh: CXCR6 receptor inhibitors, primary screen, cell-based, beta-arrestin, luminescence, CHO-K1 PathHunter, 1536-well; 360,000 compounds, 0.36% hits; inhibition, % at 20 µM; C-X-C chemokine receptor type 6 (Homo sapiens), O00574; in the data active = inhibition above about 34%, passing the limit was not always enough;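 note: antagonist mode with CXCL16 agonist at 10 nM final; 0% = 10 nM CXCL16 with DMSO and 100% = unstimulated wells without agonist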
Starred values were filed as active, the others as inactive; · = no result given; & = joins results of further samples. Not all compounds are listed (hit frequency here may not be typical).

SMILES | APOBEC3G inh | EBI2 block | Gli-Sufu antag | NR3A LBD binder | MPTP inh | CCR6 antagonist | APOBEC3A inh | CXCR6 inh
Cc1c(C=O)c2ccccc2n1Cc1ccc(F)cc1 | -3 | 4 | -2 | -3 | -1.6 | 17 | 2 | -2
COc1ccc(N2C(=O)CC(N3CC=C(c4ccccc4)CC3)C2=O)cc1 (centres undefined) | 10 | 0 | -1 | -7 | 0.1 | 13 | 4 | 6
CCC[C@H](N[C@@H](CCC)[C@H](O)c1ccccc1)[C@H](O)c1ccccc1 | -7 | 12 | 0 | 1 | 1.7 | 5 | -2 | 5
COC(=O)N(C)c1ccc(C(O)(C(=O)OC)C(F)(F)F)cc1 (centres undefined) | -5 | -5 | 1 | -3 | 0.6 | -9 | -4 | -3
C[N+](C)(N)CCOC(=O)C(O)(c1ccccc1)C1CCCCC1 (centres undefined) | -13 | -5 | 8 | -1 | -0.1 | 6 | -3 | 6
O=S(=O)(c1ccc(Cl)cc1)N1CCCC1c1cccnc1 (centres undefined) | 6 | -9 | 1 | -1 | 2.4 | 5 | 3 | 4
Cc1nc2ccccc2c(=O)n1-c1cccc(O)c1 | 14 | 1 | 0 | -1 | -0.6 | -2 | -3 | 5
Cc1ccc2c(c1)CC1(CN2C)C(=O)NC(=O)N(CCc2ccccc2)C1=O (centres undefined) | 12 | 6 | 7 | 1 | 1.2 | 0 | -3 | 6
CC1=CC2OC3CC4OC(=O)C=CC=CC(=O)OCCC(C)C(O)C(=O)OCC2(CC1O)C4(C)C31CO1 (centres undefined) | · | 4 | 88* | 2 | -0.5 | 3 | · | 3
Cn1c(O)c(C=NC2CCCCCC2)c(=O)[nH]c1=S | 6 | 1 | 16 | -1 | -0.7 | 12 | -3 | 5
CCn1c(O)c(/C=N/NC(=O)c2ccccc2)c(=O)[nH]c1=S | -6 | -12 | -1 | -6 | -15 | 16 | -6 | 3
COCC(C)OC(=O)c1c(N)n(Cc2ccco2)c2nc3ccccc3nc12 (centres undefined) | 9 | 1 | 8 | 0 | -1.5 | 34 | 14 | -10
O=c1c2ccccc2nc(-c2ccco2)n1-c1cccnc1 | -8 | -7 | -8 | -3 | 2.8 | 12 | -6 | 4
O=c1[nH]c(=S)n(C2CC2)c(O)c1C=NCc1ccc(F)cc1 | -2 | -4 | -2 | 0 | -4.1 | 5 | -1 | 0
Oc1ccc(O)c2c1C1(Cl)C(Cl)=C(Cl)C2(Cl)C1(Cl)Cl | · | 7 | -2 | -9 | 2.8 | 10 | · | -20
Cc1cc(/C=C2\C(=O)NC(=O)N(c3ccc(F)cc3)C2=O)c(C)n1-c1ccc(C(=O)O)cc1 | -3 | 7 | 1 | -2 | 0.1 | -6 | 4 | 5
COC(=O)C(C)Oc1cc(C)cc2oc(=O)c3c(c12)CCC3 (centres undefined) | -2 | 8 | -3 | -2 | -3.6 | 1 | -2 | -1
CCOc1cc(CN2CCN(C(=O)Cc3ccccc3)CC2)ccc1OC | 13 | 3 | 4 | 0 | 0.6 | -6 | -4 | -11
CCN(CC)c1ccc(/C=C2\C(=O)NC(=O)N(Cc3ccco3)C2=O)cc1 | 15 | -9 | -5 | 24* | 37 | 15 | 29 | -8
O=C1c2cccc3cccc(c23)C(=O)N1/N=C/c1c(O)n(-c2ccccc2)c(=O)[nH]c1=O | -3 | -9 | 5 | 1 | -2.0 | 1 | 9 | 1
CCCCCn1c(=O)c(C(=O)Nc2ccccn2)c(O)c2ccccc21 | -1 | 7 | 31 | 0 | 4.9 | -2 | -5 | 1
O=c1[nH]c(=O)n(-c2cccc3ccccc23)c(O)c1/C=N/N1CCCCC1c1cccnc1 (centres undefined) | -4 | 0 | -2 | -1 | -1.0 | 16 | -1 | 2
CC(C)COC(=O)c1ccccc1C(=O)OCC(C)C | -7 | 5 | -3 | 0 | -0.1 | 5 | -4 | -2
C=CCn1c(=O)c(C=Nc2cccc([N+](=O)[O-])c2)c(O)n(CCCC)c1=O | -3 | 12 | -2 | -1 | 0.6 | 14 | -1 | 1
CC(C)OP(=O)(OC(C)C)C(O)c1ccc(Br)cc1 (centres undefined) | -3 | -17 | 8 | -1 | 0.8 | 7 | 2 | -4
COc1ccc(-n2c(O)c(C(C)=NCC3CCCO3)c(=O)[nH]c2=O)cc1 (centres undefined) | -3 | -1 | 1 | 0 | 0.1 | 3 | 0 | 9
C=CCn1c(O)c(/C=N/N2CCOCC2)c(=O)[nH]c1=S | -4 | -4 | -5 | 2 | -1.7 | -2 | -2 | -10
Clc1ccc(CN2CCNCC2)cc1 | 1 | -5 | -13 | 2 | -0.3 | -6 | 1 | -2
CCC(CO)(C(=O)OC1C[N+]2(C)CCC1CC2)c1ccccc1 (centres undefined) | 11 | -6 | 3 | 0 | 0.1 | -2 | 56* | -1
NCCc1cc(O)c(O)cc1O | · | 2&-2 | 13&-1 | -6&-8 | 3.5&2.9 | 2&-8 | · | -2&-7

Taken from above:
CCCCCn1c(=O)c(C(=O)Nc2ccccn2)c(O)c2ccccc21 – NR3A LBD binder: 0
O=c1[nH]c(=O)n(-c2cccc3ccccc23)c(O)c1/C=N/N1CCCCC1c1cccnc1 (centres undefined) – CXCR6 inh: 2

Remaining list, next part:
SMILES | APOBEC3G inh | EBI2 block | Gli-Sufu antag | NR3A LBD binder | MPTP inh | CCR6 antagonist | APOBEC3A inh | CXCR6 inh
COc1cc(C(CN)CC(=O)O)ccc1O (centres undefined) | -4 | -3 | -3 | 0 | 1.7 | 1 | -5 | 9
CCc1ccc(CNCCc2c[nH]c3ccccc23)cc1 | 1 | -8 | 13 | 0 | 4.3 | -14 | 2 | -5
CC(c1ccccc1)(c1ccccc1)c1ccncc1 | -4 | 11 | 9 | -4 | -1.0 | 31 | 13 | 7
O=P(Oc1ccccc1)(N1CCOCC1)N1CCOCC1 | · | -4 | 7 | -2 | -0.7 | 4 | · | 4
COc1cc(C=C2C(=O)NC(=O)NC2=O)ccc1OS(=O)(=O)c1ccccc1[N+](=O)[O-] | -10 | 3 | 19 | -3 | -0.4 | -16 | -4 | 2
CCC(=Nc1ccc2c(c1)CCC2)c1c(O)n(C)c(=O)n(C)c1=O | -1 | -2 | -21 | 0 | -3.6 | -5 | -7 | 1
C[C@@H]1C2C[C@@]34COC(=O)C3=CC=C[C@H]4[C@@]13C[C@H](c1ccoc1)O[C@@H]3O2 | 4 | · | -4 | 0 | · | 0 | 1 | ·
CCOP(=O)(OCC)C(CC)N1CCOCC1 (centres undefined) | 5 | -10 | 0 | 3 | -1.8 | 8 | 1 | 4
N#CC1c2ccccc2-n2nncc2CN1S(=O)(=O)c1ccccc1 (centres undefined) | · | -3 | -7 | -1 | 0.2 | 27 | · | 3
Cn1cccc1/C=C1\C(=O)NC(=O)N(CCC2=CCCCC2)C1=O | · | -16 | -7 | -22 | 6.4 | 13 | · | 9
COc1ccc(CN2CCCC(C(=O)c3ccc(Cl)cc3)C2)c(OC)c1 (centres undefined) | -9 | 5 | 20 | 0 | 14 | -4 | -6 | 0
CCOP(=O)(OCC)C(NC(=O)c1ccc(C)cc1)=C(Cl)Cl | -5 | -12 | 3 | -3 | 0.4 | 7 | -1 | -11
O=C(C1CCCN(c2nnc(-n3cccc3)s2)C1)N1CCC2(CC1)OCCO2 (centres undefined) | 5 | 0 | 8 | -1 | 1.8 | -14 | 2 | -2
O=c1c2ccccc2nc(/C=C/c2ccco2)n1-c1ccccc1O | 3 | 1 | -10 | 0 | 0.5 | 20 | 4 | -1
C/C(=N\N1CCCCC1c1cccnc1)c1c(O)n(C2CCCCC2)c(=S)[nH]c1=O (centres undefined) | -3 | 3 | 21 | -7 | -3.8 | 16 | 0 | 18
CCOC(=O)c1c(C)n(C(C)C)c2ccc(OC(=O)c3ccc(N4C(=O)CCC4=O)cc3)cc12 | -7 | -7 | 5 | -1 | 7.0 | 9 | 1 | 4
COc1ccc(CC2C(=O)N(C)C(=O)N(C)C2=O)c(OC)c1 | -2 | 8 | 29 | 0 | 0.6 | -4 | 2 | 3
O=C(Nc1ccccc1)c1cc([N+](=O)[O-])ccc1N1CCNCC1 | -1 | 5 | -28 | -3 | 0.7 | 6 | 2 | -3
COC(=O)C1=C(c2ccc(OC(F)(F)F)cc2)C[C@@H]2CC[C@H]1N2C(=O)N1CCCC1 | -9 | -5 | 31 | 3 | 1.6 | 18 | -3 | -1
CCC12CN3CCN(CC(C3)/C1=N/NC(=O)c1ccncc1)C2 | -5 | -2 | · | -3 | -1.7 | 2 | -3 | 0
CC(C)Nc1ccc(Nc2ccccc2)cc1 | 1 | 11 | 6 | -8 | 3.0 | 36 | -1 | 1
C[n+]1c(-c2ccccc2)cc(CCCCc2cc(-c3ccccc3)[n+](C)c(-c3ccccc3)c2)cc1-c1ccccc1 | -6 | -1 | 14 | -2 | 6.6 | 7 | 19 | 4
O=C1N(c2ccccc2)C(c2cccnc2)N2CCCN12 (centres undefined) | -3 | 6 | · | -1 | 0.0 | -6 | -2 | 0
COc1cc2c(c(OC)c1OC)-c1ccc(O)c(=O)cc1[C@@H](NC(C)=O)CC2 | -6 | -8 | 1 | -3 | 5.3 | -10 | 5 | -14
COC(=O)C1=C(c2cccc(OCc3ccccc3)c2)C[C@@H]2CC[C@H]1N2C(=O)NCc1ccc([N+](=O)[O-])cc1 | -7 | 22 | 3 | -3 | 12 | 5 | -2 | 5
COC(=O)C1=C(c2ccc(OCc3ccccc3)cc2)C[C@@H]2CC[C@H]1N2C(=O)NCc1ccc([N+](=O)[O-])cc1 | -3 | 28 | 12 | -1 | -0.1 | 12 | -3 | 14
CCCCn1c(N)c(C(=O)OCCOC)c2nc3ccccc3nc21 | -3 | 8 | -1 | 0 | 1.2 | 19 | 6 | 7
CCc1ccc2nc(N3CCC(C(=O)N4CCC5(CC4)OCCO5)CC3)sc2c1 | -9 | 27 | -55 | 0 | -0.6 | 3 | -3 | -8
CCCCn1c(=O)c(C(=O)NCCc2ccccc2)c(O)c2ccccc21 | -8 | 0 | -28 | -2 | 3.7 | 13 | -2 | -1
Nc1cncc(C(=O)O)c1 | -7&-5 | -1&4 | -4&-1 | -2&-2 | -2.6&-0.2 | -4&4 | -3&1 | 6&1

Some of the entries so far, with two lines to a compound.
Under each structure: APOBEC3G inh, EBI2 block, Gli-Sufu antag, NR3A LBD binder, MPTP inh, CCR6 antagonist, APOBEC3A inh, CXCR6 inh
> O=C1N(c2ccccc2)C(c2cccnc2)N2CCCN12 (centres undefined)
  -3, 6, ·, -1, 0.0, -6, -2, 0
> COC(=O)C1=C(c2ccc(OC(F)(F)F)cc2)C[C@@H]2CC[C@H]1N2C(=O)N1CCCC1
  -9, -5, 31, 3, 1.6, 18, -3, -1

Next entries follow.
SMILES | APOBEC3G inh | EBI2 block | Gli-Sufu antag | NR3A LBD binder | MPTP inh | CCR6 antagonist | APOBEC3A inh | CXCR6 inh
COc1ccc2[nH]c(C)c(CCNCc3cn(C)c4ccccc34)c2c1 | -5 | -12 | 38 | -1 | 8.5 | 1 | -3 | -9
COC(=O)C1=C(c2ccc3ccccc3c2)C[C@@H]2CC[C@H]1N2C(=O)N1CCCCC1 | -9 | 4 | 41 | -1 | 0.7 | 19 | 0 | -1
CC(CO)(CO)N=Cc1c(O)n(-c2cccc3ccccc23)c(=O)[nH]c1=O | -5 | -5 | 3 | 1 | -1.7 | 1 | -2 | -1
C[N+]1(C)CCC(OC(=O)C(c2ccccc2)c2ccccc2)CC1 | 34 | 6 | 2 | 1 | 0.9 | 8 | 65 | 6
Cc1n[nH]c(C)c1CCN | -4 | -9 | 5 | 0 | -2.5 | 4 | -2 | 2
